HRas wt GTP bind = modulators of GTP binding to human HRas wildtype | P01112 | GST-Ras wt beads, Bodipy-FL-GTP binding, flow cytometry; actives lie on both sides | GTP binding activity, % at 10 µM | 0.14% of 190,000 active | AID 759;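 active means GTP binding activity at least 20% away from the 100% baseline, either lowered as inhibitor or raised as activator; inconclusive means flagged as likely green fluorescent, judged across all proteins in the well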;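 further: 0% = unlabeled GTP competition control and 100% = no-compound control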
Target sequence (P01112 whole entry, looked up): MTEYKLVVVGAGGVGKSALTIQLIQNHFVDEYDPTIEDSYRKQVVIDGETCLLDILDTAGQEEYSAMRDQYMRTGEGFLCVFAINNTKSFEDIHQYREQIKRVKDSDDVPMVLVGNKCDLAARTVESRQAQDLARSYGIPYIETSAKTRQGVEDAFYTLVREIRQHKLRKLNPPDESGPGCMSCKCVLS
Rac1 act GTP bind = human Rac1 activated mutant GTP binding change; P63000; GST-Rac1 activated beads, fluorescent GTP binding, flow cytometry; actives lie on both sides; 100% means binding = to untreated wells; percent activity (GTP binding), % at 10 µM; 0.11% of 190,000 active; AID 764;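 active means GTP binding at least 20 percentage points away from the 100% baseline, in either direction, so actives lie on both sides; inconclusive means Compound likely fluorescent itself, or too few beads counted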
Mcl1 Noxa PPI = disrupts binding of human Mcl-1 to Noxa peptide; TR-FRET Mcl-1/Noxa peptide binding, 2 h; inhibition, % at 21.7 µM; 1.5% of 220,000 active; Q07820;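 active means compounds that cut the protein-peptide binding signal by more than 50% relative to plate controls in a single-dose test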;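 further: His-tagged Mcl-1 with rhodamine Noxa BH3 peptide and terbium anti-His antibody; 0% = Mcl-1 plus Noxa peptide wells and 100% = peptide-only wells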
Target sequence (Q07820 whole entry, looked up): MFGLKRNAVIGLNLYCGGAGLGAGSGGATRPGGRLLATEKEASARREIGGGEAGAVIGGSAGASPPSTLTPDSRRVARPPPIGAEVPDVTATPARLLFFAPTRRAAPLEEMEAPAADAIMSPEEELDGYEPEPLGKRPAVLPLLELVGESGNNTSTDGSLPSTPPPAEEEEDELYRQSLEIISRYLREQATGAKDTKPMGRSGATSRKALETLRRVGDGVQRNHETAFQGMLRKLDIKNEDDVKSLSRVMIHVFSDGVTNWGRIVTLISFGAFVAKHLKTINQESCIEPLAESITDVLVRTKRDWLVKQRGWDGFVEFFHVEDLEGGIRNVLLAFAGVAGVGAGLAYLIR
Avidin bead fluor = compound fluoresces at 488/530 nm on avidin beads | 0.38% of 220,000 active | AID 1775 | compound fluorescence 488/530 nm, flow cytometry; stronger effect = higher value | fluorescence (KMESF) at 10 µM; in the data active means fluorescence above about 47; further: inactives centre near 10
Mcl-1 Bim block = inhibitors of Bim-Mcl-1 interaction, human. 0.1% of 190,000 active. Bead-based flow cytometry, Bim peptide-Mcl-1 binding. AID 1009. inhibition, % at 10 µM. Q07820; in the data active means inhibition above about 40%;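 further: 0% = no compound tracer wells and 100% = peptide blocker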
Rab2 wt GTP = changes GTP binding to wildtype dog Rab2A, up or down; P61105; GST-Rab2 wt beads, Bodipy-GTP binding, flow cytometry; GTP binding activity, % at 10 µM; 0.19% of 190,000 active; AID 760;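 active means GTP binding activity at least 20 points away from 100%, either lowered or raised; inconclusive means signal likely due to the compound's own green fluorescence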;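 further: 0% = beads with excess unlabeled GTP and 100% = no-compound control corrected for plate trend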
Rab7 wt modul = dog Rab7 wildtype GTP binding, inhibitors and activators; GTP binding activity (percent of control), % at 10 µM; GST-Rab7 beads, fluorescent GTP binding, flow cytometry; actives lie on both sides; untreated = 100%, excess cold GTP = 0%; 0.055% of 190,000 active;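 active means fluorescent GTP binding to Rab7 beads changed by at least 20 points from the 100% baseline, either direction, mostly lower; inconclusive means compound itself probably fluorescent, or too few beads counted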;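 further: median green fluorescence of bound Bodipy-FL-GTP per Rab7 bead population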
Mcl1-Bid inh = disrupts binding of human Mcl-1 to Bid peptide. Q07820. TR-FRET Mcl-1/Bid-Dy647 peptide binding, 1536-well. inhibition, % at 21.7 µM. 0.97% of 220,000 active. AID 1021;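 active means compounds that cut the binding signal by more than half at the single screening dose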;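 further: His-tagged Mcl-1 with europium anti-His antibody binding Bid BH3 peptide; 0% = Mcl-1 plus peptide wells and 100% = peptide-only wells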
Pf gamet viab = kills late stage P. falciparum gametocytes. inhibition, % at 10.9 µM. 0.065% of 150,000 active. P. falciparum stage V gametocytes, ATP luminescence, 24 h;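 active means inhibition above the mean plus 3 SD of compounds within the control limits, set per campaign, cut at about 38% in these data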;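 further: 0% = DMSO wells and 100% = medium only without gametocytes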
Rac1 wt modul = alters GTP binding to wildtype human Rac1 | P63000 | GST-Rac1 beads, fluorescent GTP binding, flow cytometry; actives lie on both sides; 0 = cold GTP competed, 100 = untreated | GTP binding activity (% of control), % at 10 µM | 0.27% of 190,000 active;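 active means GTP binding activity at least 20 points away from the 100% control level, either lower or higher; inconclusive means compound flagged as likely green fluorescent, judged across all proteins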
Cdc42 wt = human Cdc42 wildtype GTP binding change, either direction. 0.2% of 190,000 active. percent activity (GTP binding), % at 10 µM. GST-Cdc42 beads, Bodipy-GTP binding, flow cytometry; actives lie on both sides;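 active means percent activity GTP binding at least 20 points away from the 100% baseline, either down as inhibitor or up as activator; inconclusive means compound flagged as likely green fluorescent from well-wide comparison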;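 further: median bead fluorescence of bound Bodipy-FL-GTP at 100 nM; 0% = excess unlabeled GTP control and 100% = no compound control; below 100% means less GTP binding so inhibitor and above means activator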
Target sequence (P60953 whole entry, looked up): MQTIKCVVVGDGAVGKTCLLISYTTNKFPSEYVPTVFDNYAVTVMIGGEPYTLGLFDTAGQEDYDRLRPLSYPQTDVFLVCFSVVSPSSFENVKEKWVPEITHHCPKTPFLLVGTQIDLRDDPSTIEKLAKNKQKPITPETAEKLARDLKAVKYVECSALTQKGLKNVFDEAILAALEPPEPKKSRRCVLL
* = called active by the depositor; ? = inconclusive; · = not tested or not shown.

molecule	HRas wt GTP bind	Rac1 act GTP bind	Mcl1 Noxa PPI	Avidin bead fluor	Mcl-1 Bim block	Rab2 wt GTP	Rab7 wt modul	Mcl1-Bid inh	Pf gamet viab	Rac1 wt modul	Cdc42 wt
CC1(C)NC(=O)N(CC(O)COC2CCCCC2)C1=O (centres undefined)	95	95	3	13	-3	96	96	8	·	94	98
Cc1cccc2nc(CNc3ccc(F)cc3)cn12	99	95	3	11	-4	97	99	-6	-60	95	96
COc1ccc(C2c3sc(=O)[nH]c3SC3C4CCC(C4)C23)cc1OC (centres undefined)	96	96	19	5	-7	97	97	-4	-10	102	99
CCCn1c(/C=N/Nc2nc3ccccc3[nH]2)nc2ccccc21	99	97	-43	6	-7	99	99	-48	0	105	102
O=C(COc1ncnc2ccccc12)NC(=O)NCc1ccccc1	103	96	12	22	-2	101	100	-18	-7	101	101
COc1cccc(NC(=O)C2CCCN(S(=O)(=O)c3ccc(-n4cnnn4)cc3)C2)c1 (centres undefined)	97	99	4	35	-3	97	97	-6	13	101	98
CCn1nc(C)c(CNC(=O)CC2C(=O)NCCN2CC(C)C)c1C (centres undefined)	98	97	-9	6	0	97	101	-1	-16	102	100
COC(=O)CSCC(=O)Nc1nnc(-c2ccccc2C)s1	97	95	6	12	0	97	101	-15	2	102	98
CC(=O)N(C)c1ccc(NC(=S)Nc2cccc3ccccc23)cc1	99	97	22	11	-3	98	97	-29	15	97	100
Cc1ccc(S(=O)(=O)/N=C(\CSC(N)=O)Nc2ccccc2)cc1	92	93	-3	6	1	93	97	1	12	87	93
COc1ccc(-n2cc(CNC3CCN(C)CC3)c(-c3cccc(F)c3)n2)cc1	101	98	-9	6	-2	101	98	-39	8	100	99
Cc1ccc(C)c(NC(=S)N2CCN(c3cccc(C(F)(F)F)c3)CC2)c1	98	97	·	11	-5	100	101	-23	·	100	98
COC(=O)COc1ccc(S(=O)(=O)Nc2ccc3c(c2)OCCO3)cc1Cl	97	95	3	18	-1	95	96	-19	·	96	98
Cc1sc2ncn(CC(=O)N(CC(=O)NC3CCCC3)Cc3cccs3)c(=O)c2c1C	97	97	20	11	-2	97	93	2	·	99	98
Fc1ccccc1OCCSc1ncnc2nc[nH]c12	96	96	-6	10	4	95	95	-9	1	98	98
CC(=O)/C(N=Nc1ccc2c(c1)OCO2)=C(\C)O	99	98	3	6	-1	98	92	-37	1	99	99
Cc1c(Cl)cc(-n2cnnn2)cc1[N+](=O)[O-]	96	96	20	15	-1	95	95	-12	21	97	96
CCCCNc1c(N)n(CCCC)c(=O)[nH]c1=O	104	100	10	8	1	102	100	-47	·	106	105
COc1ccc(C2CC(=O)C3=C(C2)NC(C)=C(C#N)C3c2ccc(N(C)C)cc2)cc1 (centres undefined)	96	93	-7	11	0	92	98	-32	·	95	97
O=C(COC(=O)c1ccccn1)Nc1cccc2ccccc12	101	97	6	25	-28	100	108	-2	6	100	96
O=C(Nc1cccc(N=Cc2cc(Cl)cc(Br)c2O)c1)c1ccco1	95	92	39	17	0	94	99	-49	13	96	94
CCc1ccccc1NC1c2ccccc2C(=O)N1c1cccnc1 (centres undefined)	100	95	18	8	0	102	100	-6	·	102	97
COc1ccc(C(=O)Nc2ccc([N+](=O)[O-])cn2)cc1OC	100	100	25	2	-3	97	95	-11	·	98	99
O=C(COC(=O)CCC(NC(=O)OCc1ccccc1)C(=O)OCC(=O)Nc1ccccc1)Nc1ccccc1 (centres undefined)	100	101	-13	14	-4	98	97	-57	-18	103	101
O=C1NNC(=O)C2C3C=CC(C4CC34)C12 (centres undefined)	104	102	11	10	-5	105	100	-17	-6	103	105
O=C(O)c1ccc(CNC(=S)Nc2ccccc2)cc1	99	96	4	12	-1	99	101	-24	2	101	100
O=C(CCS(=O)(=O)c1cc(Br)cc2c1N(C(=O)C1CC1)CC2)NCc1ccco1	?	?	29	2	-6	?	?	-5	-14	?	?
CCN1C(=O)CS/C1=N\S(=O)(=O)c1ccc(Cl)cc1	98	97	0	11	0	98	98	-4	10	100	102
O=C1CC(SCCc2nc3ccccc3[nH]2)C(=O)N1c1ccc(Cl)cc1 (centres undefined)	99	97	12	12	-1	98	97	-15	·	97	98
C=CCn1c(SCCOc2ccc(OC)cc2)nnc1C(CO)NC(=O)c1ccc(OC)cc1 (centres undefined)	99	97	-7	4	0	97	95	-16	·	101	98
S=c1[nH]nc(-c2cccs2)n1Cc1ccccc1	95	92	5	10	-4	93	100	-52	-2	95	91
CCCCC1(CC(=O)OC)C(=O)N(c2ccccc2)N(c2ccccc2)C1=O	100	103	11	7	-5	101	101	-13	15	103	100
Cc1c(C(=O)C(=O)NCCC2=CCCCC2)c2ccccc2n1C	98	99	-19	6	-7	95	100	-20	·	104	99
Cc1cccc(-n2ncc3c(N(CCO)CCO)ncnc32)c1	101	101	0	24	-2	100	98	25	·	105	107
OC(CNCC(c1ccc(Cl)cc1Cl)c1c[nH]c2ccccc12)c1ccccc1 (centres undefined)	89	94	9	23	0	91	90	-12	·	91	91
Cc1c(C(=O)Nc2cccc(C(F)(F)F)c2)oc2ccc(S(=O)(=O)N3CCOCC3)cc12	104	100	0	16	1	104	106	-6	·	100	104
Clc1cccc(CSc2nnc(-c3c[nH]c4ccccc34)o2)c1	98	98	1	3	0	98	95	-15	·	97	97
CC(C)c1cc(C(=O)Nc2cc(Cl)ccc2O)no1	97	96	6	8	0	96	96	-57	·	97	100
c1cncc(-c2nnc(-c3cccnc3)nn2)c1	101	98	-2	7	-9	100	98	19	·	103	103
Cc1ccc(NC(=O)CN2C(=O)NC(C)(c3ccc(Cl)cc3)C2=O)cc1S(=O)(=O)N1CCOCC1 (centres undefined)	100	100	11	8	-4	98	94	-7	19	102	96
O=S(=O)(Nc1ccc(Oc2ncccn2)c(Cl)c1)c1ccc(Cl)cc1	101	97	-18	9	2	96	101	-64	·	100	97
O=C(CN1C(=O)NC2(CCCC2)C1=O)NCCC1=CCCCC1	96	93	-1	14	-3	94	97	-13	·	95	95
Cc1cc(C)nc(NC(=O)C(C)N2C(=O)c3ccccc3C2=O)n1 (centres undefined)	100	101	6	15	-3	101	102	-11	·	107	102
O=C(/C=C/c1ccc(S(=O)(=O)N2CCOCC2)cc1)N(CCO)Cc1ccccc1	95	94	0	8	-1	99	104	-26	2	100	97
CCCCS(=O)(=O)Nc1ccc2c(c1)ncn2C1CCCCC1	100	100	4	19	-5	102	101	-5	12	107	104
CC(C)Oc1cccc(C(=O)Nc2ccc(Br)cc2F)c1	102	101	-3	5	4	101	98	-19	1	103	101
Cc1nnc(SCC(=O)NCc2cccs2)[nH]c1=O	100	96	15	10	0	101	98	-15	·	101	100
Cc1ccc(OC(=O)NC2CCS(=O)(=O)C2)cc1C (centres undefined)	99	97	11	6	-1	98	99	-27	·	98	100
O=c1cc(CN2CCN(c3ccccc3O)CC2)nc2sccn12	101	103	45	7	-3	99	101	-51	·	105	104
Cc1ccc(NC(=O)C2CCCN(S(=O)(=O)c3c(C)noc3C)C2)cc1 (centres undefined)	92	94	22	13	-2	92	92	5	·	98	94

(cont.)
molecule	HRas wt GTP bind	Rac1 act GTP bind	Mcl1 Noxa PPI	Avidin bead fluor	Mcl-1 Bim block	Rab2 wt GTP	Rab7 wt modul	Mcl1-Bid inh	Pf gamet viab	Rac1 wt modul	Cdc42 wt
Cc1onc(-c2ccccc2)c1C(=O)c1c[nH]c(C(=O)NCc2ccncc2)c1	99	97	7	8	-1	98	100	-5	3	103	101
Cc1ccc(-n2nc3c(c2NC(=O)c2c(-c4ccccc4Cl)noc2C)CSC3)cc1	101	98	9	29	1	101	104	-3	·	102	99
O=C(C1CCN(CC2CCCCC2)CC1)N1CCCC1	99	102	24	14	-5	98	99	19	-20	102	100
COC(=O)C(CCCN1C(=O)c2ccccc2C1=O)(NC(C)=O)c1nnn(C)n1 (centres undefined)	97	94	-1	21	-2	96	98	-14	·	99	97
O=C(CCC(=O)c1ccc(F)cc1)Nc1cccc(C(F)(F)F)c1	100	96	16	2	-1	101	97	-13	-15	100	101
COc1ccccc1N1CCN(C(=O)c2ccccc2NC(=O)C2CCCCC2C(=O)O)CC1 (centres undefined)	97	97	19	6	-2	99	94	-1	-6	106	99
CC(=O)Nc1ccc(S(=O)(=O)Nc2cccc(C(=O)NC(C)(C)C)c2)cc1	102	100	1	5	-1	101	99	0	10	103	102
COc1ccc(N(C(C)C(=O)Nc2ccc(S(=O)(=O)N3CCOCC3)cc2)S(C)(=O)=O)cc1 (centres undefined)	98	93	26	13	-1	96	98	-13	-4	97	96
FC(F)(F)c1nnc2sc(-c3ccncc3)nn12	97	94	-8	13	0	96	92	4	-2	95	99
CC1CCCC(NC(=O)COC(=O)[C@@H](NC(=O)c2ccco2)C(C)C)C1C (some centres undefined)	97	97	1	5	-2	97	96	-3	-11	98	98
NC1=NC2(CCC(c3ccccc3)CC2)n2c(nc3ccccc32)N1 (centres undefined)	96	94	17	11	3	95	95	-8	·	94	100
O=C(c1ccc(F)cc1)C1CCN(C(=S)NCC2CCCO2)CC1 (centres undefined)	98	95	4	21	-1	98	98	-23	-25	96	97
COc1ccc(CNC(=O)C2CCN(C(=O)N(C)C)CC2)c(OC)c1	103	100	0	8	14	101	100	4	·	107	107
CC1CCCCN1CCNC(=O)c1cnn2ccccc12 (centres undefined)	100	100	-3	12	0	101	99	-22	·	107	102
Cc1ccc(NC(=O)CSc2nnc(CN3CCOCC3)n2C)cc1C	100	95	-9	6	-2	100	105	-6	-21	103	98
CCCCOP(=O)(OCCCC)C(Nc1ccccc1)c1ccc2c(c1)OCO2 (centres undefined)	101	100	12	12	0	100	101	-7	12	103	100
COc1ccc(S(=O)(=O)Nc2ccccc2Cl)cc1NC(C)=O	96	96	11	13	0	95	94	-8	9	95	96
CCOc1ncccc1C(=O)OCC(=O)c1cccc(Br)c1	96	94	1	7	-3	100	104	-26	·	95	95
CCN(CC)S(=O)(=O)c1ccc(OC)c(NC(=O)C2CC(=O)N(c3ccc(C)cc3)C2)c1 (centres undefined)	103	95	17	9	3	101	106	-22	-12	105	100
O=C1CSC(c2cccnc2)N1c1cccc(Cl)c1 (centres undefined)	97	96	7	7	-2	99	97	-21	·	103	96
CC1=C(C(=O)Nc2ccc(Cl)cc2)C(c2cccs2)n2nnnc2N1 (centres undefined)	96	95	14	7	-1	95	96	-10	3	94	95

From PubChem

This is a random part of the collection. About 2.7% of those tested had a hit in this group.
